# Compound activity (PubChem BioAssay)
# OXTR potentiate: human OXTR potentiation. P30559. CHO-OTR cells, Fluo-8 calcium fluorescence, potentiator mode; 0% = oxytocin EC15, 100% = EC100. activation, % at 3 µM. hit rate 0.061% among 320,000. AID 2445;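 active means activation above that plate's cutoff, the mean activation of tested compounds plus 3 SD, cut at about 6.6% in these data, passing the limit was not always enough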;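 further: 100% uses oxytocin at 75 nM as the full agonist control; some results filed as inactive read as strong as hits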
# Target sequence (P30559 whole entry, looked up): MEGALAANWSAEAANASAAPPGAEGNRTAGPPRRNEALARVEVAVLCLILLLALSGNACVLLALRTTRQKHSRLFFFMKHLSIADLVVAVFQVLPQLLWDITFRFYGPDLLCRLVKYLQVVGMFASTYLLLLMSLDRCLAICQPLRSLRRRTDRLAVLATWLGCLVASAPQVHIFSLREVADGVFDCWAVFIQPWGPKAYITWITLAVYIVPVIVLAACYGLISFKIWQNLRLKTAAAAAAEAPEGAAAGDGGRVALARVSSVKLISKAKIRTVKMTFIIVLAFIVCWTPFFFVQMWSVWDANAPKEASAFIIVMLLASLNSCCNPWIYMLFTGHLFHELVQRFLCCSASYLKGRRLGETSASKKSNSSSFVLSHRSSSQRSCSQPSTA
#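 Assay system: CHO-OTR cells, human receptor / Also added: oxytocin at about EC15, sub-maximal agonist stimulus / Dosing: single dose, 3.0 µM nominal final compound concentration / Incubation: 6 min pre-incubation, 100 s read / Technique: Fluo-8 calcium dye fluorescence / Read-out: % activation vs EC15 and EC100 oxytocin / Benchmarks: EC15 oxytocin low, 75 nM oxytocin high / Replicates: singlicate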
# MEKK2mut PB1 HTS: signal of MEK5 binding to mutant human MEKK2 PB1 domain; bead flow cytometry, Alexa488-MEK5 binding to MEKK2 mutant; percent response, % at 10 µM; hit rate 0.35% among 290,000; AID 1530; in the data active means percent response above about 24%, passing the limit was not always enough; further: inactives centre near 1; some results filed as inactive read as strong as hits; reference of the scale not given here
# MEKK2 WT-MEK5: raises or lowers MEK5 binding to wildtype human MEKK2 PB1 domain | Q9Y2U5 | bead flow cytometry, Alexa488-MEK5 binding to MEKK2 WT; actives lie on both sides | binding response (% of control), % at 10 µM | hit rate 1.1% among 290,000 | AID 1531; in the data active means binding response below about 67% or above about 130%
# GPR7 antagonist: human neuropeptides B/W receptor 1 antagonism; AID 1861; hit rate 1.1% among 290,000; GPR7-expressing cells, fluorescence antagonist assay; inhibition, % at 4.4 µM; P48145; in the data active means inhibition above about 16%, passing the limit was not always enough;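 further: cells stimulated with the agonist NPW; 0% = agonist with vehicle and 100% = vehicle without agonist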
# PfM18AAP inh: PfM18AAP enzyme inhibition; recombinant PfM18AAP, H-Glu-NHMec fluorogenic cleavage; inhibition, % at 7.35 µM; hit rate 1.2% among 290,000; AID 1822;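 active means inhibition above the campaign mean inhibition over all tested compounds plus 3 SD, cut at about 28% in these data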;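 further: 0% = plate median of test compound wells and 100% = 2 mM ZnCl2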
# OXTR ag: agonists of human oxytocin receptor. CHO-OTR cells, Fluo-8 calcium fluorescence; normalized: DMSO 0%, oxytocin 100%. activation, % at 3 µM. hit rate 0.32% among 320,000;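 active means activation above the mean of all tested compounds plus 3 SD, cutoff set per screening run, cut at about 20% in these data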;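 further: peak over basal fluorescence ratio from a 100 s FLIPR kinetic read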
# V1aR counter: counter-screen for oxytocin receptor agonists: human V1a receptor agonists; P37288; CHO-V1R cells, Fluo-8 calcium fluorescence, agonist mode; 0% DMSO, 100% 3 nM vasopressin; activation, % at 3 µM; hit rate 0.25% among 320,000; AID 2797;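 active means activation above the mean activation of all tested compounds plus 3 SD, per screening run, cut at about 20% in these data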;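 further: signal is peak over basal fluorescence ratio across a 100 second FLIPR read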
# Target sequence (P37288 whole entry, looked up): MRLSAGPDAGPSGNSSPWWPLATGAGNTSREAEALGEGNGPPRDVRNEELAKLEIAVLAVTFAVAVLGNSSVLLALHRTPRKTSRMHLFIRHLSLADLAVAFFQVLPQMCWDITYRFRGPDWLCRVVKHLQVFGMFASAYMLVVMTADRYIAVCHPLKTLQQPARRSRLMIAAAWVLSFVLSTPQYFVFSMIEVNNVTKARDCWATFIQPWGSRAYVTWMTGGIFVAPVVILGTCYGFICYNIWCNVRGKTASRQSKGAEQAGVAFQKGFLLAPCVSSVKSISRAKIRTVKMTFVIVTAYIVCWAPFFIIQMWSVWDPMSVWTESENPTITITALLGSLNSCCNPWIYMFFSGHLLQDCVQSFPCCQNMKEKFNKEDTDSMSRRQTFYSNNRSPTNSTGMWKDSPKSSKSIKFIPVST
# NALP1 inh: blocks the NALP1 inflammasome reconstituted in yeast | S. cerevisiae NALP1/ASC/caspase-1 growth, X-gal OD620, 72 h | inhibition, % at 10 µM | hit rate 0.61% among 280,000; in the data active means inhibition mostly above about 24%, no sharp cut-off; inactive means mostly below about 32%; further: some compounds called inactive have numbers as strong as hits
# GalR3 antag: antagonists of human GalR3; O60755; HEK293 GalR3-CNG cAMP membrane potential fluorescence; galR3 body fused to GalR1 C-terminus; inhibition, % at 3 µM; hit rate 0.44% among 360,000; AID 651719;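 active means inhibition above the screen-wide average plus 3 SD, cut at about 13% in these data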;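 further: forskolin and galanin both at EC90 stimulate the cells; cAMP rise reported by CNG channel membrane potential dye signal; 0% = forskolin plus galanin with DMSO and 100% = forskolin alone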
# Numbers without * were called inactive; x = not tested or not shown; [ ] = dose if it differs, or a comment. Random draw from the library, and some 4.1% of all compounds hit somewhere here.
SMILES,OXTR potentiate,MEKK2mut PB1 HTS,MEKK2 WT-MEK5,GPR7 antagonist,PfM18AAP inh,OXTR ag,V1aR counter,NALP1 inh,GalR3 antag
Cc1ccc(C(=O)c2cc([N+](=O)[O-])ccc2N2CCN(C)CC2)cc1,-8,7,108,16,3,6.0,2.6,-4,-6
C[C@H]1CN([C@@H](C)CO)C(=O)Cc2cc(NC(=O)CCC(F)(F)F)ccc2O[C@H]1CN(C)C(=O)Nc1ccc(F)cc1,1,x,x,x,x,1.9,1.6,x,-4
C=CCn1c(C)c(C(C)=O)c(SC)nc1=S,-4,0,93,16,-4,0.8,-0.5,-7,-2
N[C@@H](CO)c1nnc([C@H](Cc2ccc(O)cc2)NC(=O)C2CCNCC2)o1,1,4,103,-11,0,-0.1,0.1,-2,-2
COc1ccc(OCC(=O)NNC(=O)c2ccccc2OCc2c(C)noc2C)cc1,0,x,x,x,x,-1.2,-0.3,x,1
Cc1nc2ccc(C(=O)O)cc2c2c1CC(CN)O2 (configuration not stated),0,0,102,-18,-3,1.3,0.5,-7,-4
COc1ccc(-c2cc(C(=O)N3CCCCCC3)no2)cc1OC,-9,-1,104,-5,-3,-0.8,-0.8,17,-8
O=C(O)c1ccc(-c2sc(Nc3ccccc3)n[n+]2-c2ccccc2)cc1,-4,-4,95,0,2,0.2,1.7,-1,-3
CCOC(=O)c1c(C)[nH]c(C(=O)N2CCN(C(=O)OCC)CC2)c1C,1,-3,98,-10,0,0.9,-0.2,21,-2
Cc1ccc([C@@H]2CC=C(C(=O)O)[C@H](c3ccc(C(C)(C)C)cc3)N2S(=O)(=O)c2ccc(C)cc2)cc1,-10,x,x,x,x,1.4,3.2,x,-8
CC1CCN(C(=O)N2c3ccccc3Sc3ccccc32)CC1,-13,2,101,-2,14,-0.5,-0.5,13,0
Cc1csc(NC(=O)C2CCCCC2C(=O)O)n1 (configuration not stated),5,2,99,3,-9,-0.2,1.1,-4,1
Fc1ccc(/C=C/c2nnc(-c3cccs3)o2)cc1,-7,1,105,-1,6,-2.4,-1.3,36,-4
CC(NC(=O)COC(=O)c1cc(Cl)nc(Cl)c1)c1ccccc1 (configuration not stated),-1,-2,95,-4,-3,3.6,3.0,-7,-2
Cc1cc(C)c2c(n1)nn1c(NCCN3CCOCC3)cc(C)nc21,0,-3,99,-10,6,-1.1,0.1,2,4
O=C1CC2(CC(c3ccc(Cl)cc3)=NO2)C(=O)N1c1ccccc1 (configuration not stated),-3,-9,97,-7,-13,0.5,1.0,20,-3
CC(NC(=O)CCNS(=O)(=O)c1ccc2c(c1)oc(=O)n2C)c1ccccc1 (configuration not stated),-1,-1,96,-18,6,-0.3,-0.1,11,-3
CCc1cccc(OCCN2CCCC2)c1,-8,1,101,-5,-2,-0.8,0.5,51,-3
COc1ccc(S(=O)(=O)N2CCCCC2)cc1NC(=O)CCNC(=O)c1ccccc1Cl,1,x,x,x,x,-0.4,0.4,x,-1
CCCN1CCC(=O)N([C@H](CSc2ccc(OC)cc2)Cc2ccccc2)CC1,0,-2,75,x,x,0.3,0.2,-14,-2
CCCn1nc(C(=O)Nc2ccc3nc(C)sc3c2)c2ccccc2c1=O,-11,-1,97,-8,-6,-2.4,-1.5,32,-6
O=C(NC1CCCC1)C(c1ccncc1)N(C(=O)c1ccco1)c1ccc(Cl)cc1 (configuration not stated),-1,1,101,1,1,-0.9,0.8,5,-8
N#Cc1cc2c(nc1SCC(=O)Nc1nccs1)CCCCC2,2,2,96,-10,-4,-0.7,0.0,16,-8
Cn1cnnc1SCC(=O)Nc1ccc(N2CCCCC2)cc1,-2,x,x,x,x,1.0,1.3,x,-8
N#Cc1nc(COc2cccc(Cl)c2)oc1NCCN1CCOCC1,0,5,104,-3,-2,1.9,3.0,x,-6
Cc1ccc(S(=O)(=O)Oc2ccc3c(c2)O/C(=C\c2cccnc2)C3=O)cc1,2,-4,96,7,3,0.8,0.8,-4,x
CC(C)n1cnc2c(oc3ccccc32)c1=O,x,3,102,-10,3,x,x,3,-10
COc1cccc(N2C(=O)CC(N3CCc4ccccc4C3)C2=O)c1 (configuration not stated),-10,-18,95,-16,1,-1.3,-0.4,x,-2
O=C(c1cn(CC(=O)N2CCCC2)c2ccccc12)C1CCCCC1,-7,1,108,-5,17,-2.2,-0.5,-4,-1
CC(C)=CCN1CCN(Cc2nc(-c3ccc(F)cc3)cs2)CC1CCO (configuration not stated),-7,-8,96,-14,-3,4.3,3.0,-6,-6
CN(Cc1ccccc1F)Cc1cc(=O)oc2cc(O)c(Cl)cc12,-7,2,98,-9,2,0.1,1.5,-5,10
Cc1ccc(C(=O)O/N=C/c2c(C(F)(F)F)nn(C)c2Sc2ccc(Cl)cc2)cc1,-7,4,106,-10,-10,-0.1,0.9,13,-5
CCCCn1nnnc1SCC(=O)Nc1ccc2c(c1)OCO2,-9,5,107,-4,-11,-0.1,-0.3,0,1
CC1CCCCC1NC(=O)CCS(=O)(=O)c1cc2c(cc1Cl)NC(=O)CO2 (configuration not stated),25*,2,102,-7,-15,-0.2,0.4,13,-4
CC1CCC(CN2C(Nc3ccccc3)=NC[C@@H]2Cc2ccccc2)CC1 (some centres not stated),-8,x,x,x,x,7.8,5.7,x,-8
CCOC(=O)C1CCCN(CCC(=O)Nc2ccc3c(c2)CCC3)C1 (configuration not stated),-6,6,105,-3,-4,1.0,1.5,10,0
COCCCNC(=O)C1c2ccccc2Oc2ccccc21,-6,5,111,-17,2,-1.1,-0.2,4,-9
CC[C@@H]1C=C(C(=O)O)[C@H](c2ccc(F)cc2)N1S(=O)(=O)c1ccc(C)cc1,0,x,x,x,x,1.5,0.0,x,-1
Cc1cccc(NC(NC(=O)c2cccnc2)C(Cl)(Cl)Cl)c1 (configuration not stated),-11,1,102,-6,-1,2.9,2.6,4,-5
C=CCSC1=N/C(=C\c2cc(OC)c3c(c2)OCO3)C(=O)S1,1,0,91,-6,14,-0.6,0.4,9,-1
COc1ccc(N(CC(=O)Nc2ccccc2C(=O)NCc2ccco2)S(C)(=O)=O)cc1,-7,-5,95,0,2,0.1,-0.3,27,1
O=C(CN1C(=O)NC2(CCCC2)C1=O)OCc1cc(=O)n2cc(Br)ccc2n1,2,-7,97,-8,-3,0.6,-0.7,1,-1
CCN(C(=O)CSc1nnc(SC(C)C)s1)C1CCS(=O)(=O)C1 (configuration not stated),6,x,x,x,x,0.1,0.9,x,-3
Cc1cccc(CN(CC(=O)N/N=C/c2ccco2)S(=O)(=O)c2ccc(Cl)cc2)c1,-18,11,108,-12,3,-2.0,0.1,15,-2
C/C(=N/NC(=O)c1ccoc1C)c1ccc(N2CCOCC2)cc1,-4,1,104,9,-12,-0.1,0.9,12,-2
COc1ccc(NC(=O)CN(c2cccc(C(F)(F)F)c2)S(C)(=O)=O)cc1OC,-11,-2,95,5,1,4.9,0.6,12,-4
O=C(NNC(=O)C1CCCCC1)C(=O)NC1CCCCC1,3,6,102,8,5,-0.3,-0.3,2,1
CCOc1ccccc1NC(=O)CSc1nc2nc(-c3cccs3)cc(C(F)(F)F)c2c(=O)[nH]1,-8,-30,59*[inhibitor],-8,4,-2.1,1.5,x,0
O=C(Nc1ccccc1N1CCCCC1)c1ncoc1-c1ccc(F)cc1,-4,11,113,-13,2,1.7,7.5,-18,-1
CC1(C)CC(/C=C/c2ccccc2)=Nc2ccccc2N1,-12,-16,68,-1,-7,-2.5,-1.5,12,5
# Next section.
SMILES,OXTR potentiate,MEKK2mut PB1 HTS,MEKK2 WT-MEK5,GPR7 antagonist,PfM18AAP inh,OXTR ag,V1aR counter,NALP1 inh,GalR3 antag
COc1ccc(C2=NN(c3nc(C(=O)O)cs3)C(O)(C(F)(F)F)C2)c(OC)c1 (configuration not stated),3,-7,93,-10,10,-0.9,1.1,-3,66*
O=[N+]([O-])c1ccc(Nc2nc(NC3CCCCC3)nc(N3CCCC3)n2)cc1,-7,-5,124,-26,-5,-1.9,-0.4,13,-8
COC(=O)c1ccc(OCC(O)CN2C(=O)c3ccccc3S2(=O)=O)cc1 (configuration not stated),-8,0,118,-1,0,0.4,-0.5,0,1
COc1ccc(C2CC(c3ccc(Cl)cc3)=NN2C(=O)c2cccc([N+](=O)[O-])c2)cc1 (configuration not stated),-5,-9,90,-7,-10,-0.7,0.3,8,-4
O=C(COc1ccc(F)cc1Br)NCC1COc2ccccc2O1 (configuration not stated),-7,x,x,x,x,-1.2,0.5,x,-3
CC(OC(=O)Cc1n[nH]c(=O)c2ccccc12)C(=O)Nc1ccc(F)cc1Cl (configuration not stated),1,x,x,x,x,-1.1,-1.0,x,-6
Cc1nc(NC(=O)c2cc3ccccc3o2)ccc1Br,-6,-3,103,0,-2,-1.8,-0.5,13,-3
C[C@]12CC(O)C3C(CCC4=CC(=O)CC[C@@]43C)C1CCC2c1csc(-c2ccccc2)n1 (some centres not stated),-4,-2,86,-8,-4,0.2,-0.3,6,-9
CC1CC(C)(C)CC(=O)C1C(=O)c1ccccc1 (configuration not stated),-1,x,x,x,x,-1.4,-1.1,x,-6
O=C(NCC1CCCO1)C1CC(=O)N(c2ccccc2)C1 (configuration not stated),7,-2,95,-3,1,1.1,0.4,-6,-6
COc1ccc(C(=O)O)cc1S(=O)(=O)NCCN(C)C,-4,5,100,-21,-2,-0.1,1.1,-2,-1
N#CCSc1ccc(-c2nc3ccccc3[nH]2)cn1,-16,-12,86,2,-10,0.0,0.1,1,4
COc1cccc(/C=N/n2cncn2)c1OCC#N,-4,-7,97,1,0,0.1,-1.1,29,-4
CC(=O)Nc1cccc(NC(=O)CSc2nc3c(c(=O)n(C)c(=O)n3C)n2C)c1,-2,-11,94,2,0,0.4,0.6,36,-6
Cc1cc(C)nc(NC(=O)/C=C/c2ccccc2Cl)n1,1,2,98,-1,-9,-0.3,-0.5,38,0
O=C(Nc1ccc(Cl)cc1Cl)C1=Cc2ccccc2OC1,-5,7,104,-8,14,-1.9,-0.9,5,-4
Cc1ccc(N2NC(C)(c3cccs3)NC2=S)cc1 (configuration not stated),-7,-1,100,-6,1,-2.1,0.6,29,2
CCS(=O)(=O)c1ccc2c(c1)NC(=O)C(CCCl)O2 (configuration not stated),-2,3,105,-4,-13,0.2,1.7,-4,2
CC1CC(C)CN(S(=O)(=O)N2CCCC(C(=O)NCCc3ccccc3)C2)C1 (configuration not stated),3,3,103,2,-3,-1.6,0.2,16,-6

# Full records, quoted from the list:
# Profile of CCS(=O)(=O)c1ccc2c(c1)NC(=O)C(CCCl)O2 (configuration not stated) → OXTR potentiate = -2; MEKK2mut PB1 HTS = 3; MEKK2 WT-MEK5 = 105; GPR7 antagonist = -4; PfM18AAP inh = -13; OXTR ag = 0.2; V1aR counter = 1.7; NALP1 inh = -4; GalR3 antag = 2
# Profile of O=C(Nc1ccc(Cl)cc1Cl)C1=Cc2ccccc2OC1 → OXTR potentiate = -5; MEKK2mut PB1 HTS = 7; MEKK2 WT-MEK5 = 104; GPR7 antagonist = -8; PfM18AAP inh = 14; OXTR ag = -1.9; V1aR counter = -0.9; NALP1 inh = 5; GalR3 antag = -4
